Source: PubChem BioAssay
S1P4 ag: S1P4 receptor agonists, primary screen, cell-based. hit rate 0.35% among 220,000. activation, % at 4.98 µM. S1P4-expressing cell line, agonist reporter assay; in the data active = activation above about 11%;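 note: 0% = DMSO vehicle and 100% = reference agonist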
S1P4 antagonist: S1P4 receptor antagonists, primary screen, cell-based. S1P4-expressing cells, antagonist mode, reporter read-out. inhibition, % at 4.98 µM. hit rate 0.26% among 220,000. AID 1510, 2009; in the data active = inhibition above about 29%;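 note: 0% = wells stimulated with agonist and 100% = vehicle wells without agonist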
EP2 antag: human EP2 receptor antagonists, primary screen, TR-FRET cAMP, C6 glioma cells; C6 glioma cells expressing human EP2; cells stimulated with saturating PGE2; AID 1422, 2008; hit rate 0.52% among 260,000; inhibition, % at 25 µM;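 active = percent inhibition above 40 after rounding to a whole number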;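 note: rat C6 glioma host cells with rolipram phosphodiesterase inhibitor present; the protocol text gives 20 µM as final concentration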
EP2 mod: EP2 receptor modulators, cAMP readout, primary screen, cell-based, HTRF cAMP, PGE2 stimulation; hit rate 0.83% among 260,000; Prostaglandin E2 receptor EP2 subtype (Homo sapiens), P43116; EP2-expressing cells, cAMP HTRF FRET, PGE2 co-stimulation; induction, % at 25 µM; AID 940, 2007;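 active = compounds whose cAMP rise, as percent of the full-agonist control response, exceeds 60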;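 note: rat C6 glioma line stably carrying human EP2 under a CMV promoter; the protocol text gives 20 µM as final concentration; 100% = response of wells given 1 µM PGE2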
eIF4E-4G inh: eIF4E–eIF4G protein interaction inhibitors, primary screen, biochemical, uHTS, TR-FRET, eIF4GI fragment | hit rate 0.37% among 220,000 | Eukaryotic translation initiation factor 4E (Mus musculus) + Eukaryotic translation … | TR-FRET eIF4E-eIF4GI(517-606) binding, 2 h | inhibition, % at 21.7 µM;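 active = inhibition above about 30%, limit read from the data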;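 note: 0% = full FRET control wells and 100% = background wells lacking eIF4GI fragment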
NPY-Y2 PAM-ag: NPY-Y2 potentiators or agonists, primary screen, cell-based. cells expressing NPY-Y2, potentiator/agonist read-out. activation, % at 3.6 µM. hit rate 0.45% among 220,000. AID 1359, 2008; in the data active = activation above about 27%;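 note: cells stimulated with NPY near EC25 plus isoproterenol at EC100; 0% = vehicle plus submaximal agonist and 100% = vehicle plus saturating agonist; some results beyond the cut were filed as inactive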
Target sequence (P49146 whole entry, looked up): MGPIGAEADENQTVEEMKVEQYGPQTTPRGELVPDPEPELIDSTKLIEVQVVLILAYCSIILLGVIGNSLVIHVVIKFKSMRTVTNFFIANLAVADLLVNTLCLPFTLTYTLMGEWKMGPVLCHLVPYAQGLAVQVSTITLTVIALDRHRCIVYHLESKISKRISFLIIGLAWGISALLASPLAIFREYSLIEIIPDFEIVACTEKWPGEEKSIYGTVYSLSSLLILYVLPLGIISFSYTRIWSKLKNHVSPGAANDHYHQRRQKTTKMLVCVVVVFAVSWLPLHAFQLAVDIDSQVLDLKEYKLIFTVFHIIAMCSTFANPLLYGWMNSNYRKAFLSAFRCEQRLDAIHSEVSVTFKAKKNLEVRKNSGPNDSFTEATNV
NPY-Y1 PAM-ag: NPY-Y1 receptor potentiators or agonists, primary screen, cell-based | AID 1304, 2008 | hit rate 0.37% among 220,000 | activation, % at 3.6 µM | Neuropeptide Y receptor type 1 (Homo sapiens), P25929 | NPY-Y1 expressing cells, potentiator/agonist activation; in the data active = activation above about 33%, passing the limit was not always enough;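 note: cells stimulated with NPY at EC10 then isoproterenol at EC100; 0% = low agonist plus stimulus and 100% = saturating agonist plus stimulus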
Target sequence (P25929 whole entry, looked up): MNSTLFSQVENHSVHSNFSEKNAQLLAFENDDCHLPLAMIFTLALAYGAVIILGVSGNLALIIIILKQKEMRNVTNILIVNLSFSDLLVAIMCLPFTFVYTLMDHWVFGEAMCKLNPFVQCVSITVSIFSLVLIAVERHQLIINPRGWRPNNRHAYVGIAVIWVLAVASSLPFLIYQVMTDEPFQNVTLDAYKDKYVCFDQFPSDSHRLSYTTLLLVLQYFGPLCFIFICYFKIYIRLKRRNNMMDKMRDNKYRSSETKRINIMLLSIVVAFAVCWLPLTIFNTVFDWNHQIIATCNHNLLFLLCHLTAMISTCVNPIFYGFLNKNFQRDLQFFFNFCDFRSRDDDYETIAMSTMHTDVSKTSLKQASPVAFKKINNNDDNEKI
NPY Y1 blocker: NPY-Y1 receptor antagonists, primary screen, cell-based; hit rate 1% among 200,000; HEK293-CNG Y1 cells, membrane potential fluorescence; NPY at EC95, then isoproterenol; inhibition, % at 3.6 µM; Neuropeptide Y receptor type 1 (Homo sapiens), P25929;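 active = inhibition above the campaign mean inhibition of all tested compounds plus 3 SD, cut at about 20% in these data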;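 note: 0% = DMSO wells given NPY plus isoproterenol and 100% = isoproterenol alone without NPY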
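Assay system: HEK293 cells with Y1 receptor plus CNG channel | Probe or stimulus: NPY (25 nM), isoproterenol (1 µM), Ro 20-1724 (25 µM) | Timing: Compound incubation 1 h at room temperature, readout 45 min post-stimulation | Measured by: Membrane-potential fluorescent dye readout | Benchmarks: High control isoproterenol alone, low control NPY with isoproterenol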
p97 inhibitor: inhibitors of human p97 ATPase, primary screen, biochemical. Transitional endoplasmic reticulum ATPase (Homo sapiens), P55072. recombinant p97 ATPase, Kinase-Glo ATP luminescence, 3 h. inhibition, % at 8 µM. hit rate 0.42% among 220,000. AID 1481, 2009; in the data active = inhibition above about 15%;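 note: 0% = DMSO vehicle and 100% = wells lacking enzyme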
* hit, by the source's call; . = no result given; & = joins results of further samples; [ ] = remark or other dose.

SMILES | S1P4 ag | S1P4 antagonist | EP2 antag | EP2 mod | eIF4E-4G inh | NPY-Y2 PAM-ag | NPY-Y1 PAM-ag | NPY Y1 blocker | p97 inhibitor
O=c1oc2ccccc2cc1-c1csc(Nc2nc3c(F)cccc3s2)n1 | -0.3 | -17 | 7 | -17 | 18 | -2 | 0 | -2 | 8
Cc1cc(C)nc(SCc2nc3ccccc3n2C)n1 | 0.6 | -30 | 9 | 1 | . | 4 | -17 | -10 | 1
O=[N+]([O-])c1ccc(N2CCN(S(=O)(=O)c3ccccc3)CC2)cc1NCC1CCCO1 (stereo unspecified) | 1.5 | -10 | 2 | 5 | 12 | -6 | 19 | 3 | -2
COc1ccc(N(C)S(=O)(=O)c2cccc3nsnc23)cc1 | 0.1 | 13 | 4 | -41 | 0 | 15 | 1 | 4 | -1
CCOC(=O)c1ccc(NCc2ccc3c(c2)OCO3)cc1 | 0.6 | -4 | 6 | -18 | 5 | -15 | -11 | 2 | -10
CC1Cc2ccccc2N1CC(=O)Nc1ccc(Cl)c(S(=O)(=O)N(C)C)c1 (stereo unspecified) | -0.8 | 4 | 10 | -47 | -4 | -8 | 4 | 4 | -5
CC1CCCCN1S(=O)(=O)c1ccc(S(=O)(=O)N(CC(=O)Nc2ccccc2)Cc2cccs2)cc1 (stereo unspecified) | 0.2 | -4 | 4 | 12 | 13 | -11 | 14 | 6 | 5
Cc1ccc(C(=O)C(c2ccccc2)N2Cc3ccccc3C2=N)cc1 (stereo unspecified) | 2.2 | -101 | 8 | -8 | 19 | -6 | -28 | 6 | -1
Cc1cc(SCC#N)n2nc(C)c(-c3ccc(Cl)cc3)c2n1 | 0.5 | -13 | 4 | 34 | 0 | -1 | -20 | 11 | -7
COc1ccc(-c2nc(-c3ccc(NC(=O)c4ccc(Br)o4)cc3)no2)cc1OC | -0.5 | -1 | 12 | 4 | 1 | -16 | 4 | 4 | 17*
O=C(CNc1cccc(Cl)c1)NNC(=S)NCc1ccccc1 | -0.4 | 9 | 1 | -32 | 4 | 3 | 8 | -2 | 9
COc1ccc(/C(C)=N/N2CCOCC2)c(O)c1 | 0.4 | -1 | 11 | 5 | 0 | -20 | 0 | . | 1
CCOc1ccc(NC(=S)NC(=O)c2c(Br)cnn2C)c([N+](=O)[O-])c1 | -0.4 | -1 | 14 | 16 | 5 | 10 | -5 | 2 | -4
Cc1cc(C)n(C(=O)c2nn(C)c(C)c2[N+](=O)[O-])n1 | 0.9 | -3 | 6 | -8 | 1 | 8 | -1 | 1 | 3
CN(C)CCCN(Cc1ccccc1)C(=S)Nc1cccc(C(F)(F)F)c1 | 0.7 | -10 | 10 | -6 | -3 | 3 | 10 | -6 | -1
COc1cccc(N(CC(=O)NC(C)(C)C)C(=O)C2CSC(=O)C2)c1 (stereo unspecified) | -1.1 | -17 | 3&10 | 22&3 | -2 | 13 | -2 | -7 | 6
Cc1ccc(N)cc1-n1c(C)ccc1C | -1.3 | -8 | 5 | 9 | 1 | -13 | 5 | 8 | 8
O=C(CCCNS(=O)(=O)c1cccc2nsnc12)NCc1ccc(F)cc1 | 1.5 | -20 | 9 | -2 | -2[fluorescence artefact?] | 7 | -10 | -4 | 6
CC1(c2ccccc2)NC(=O)N(Cc2ccc([N+](=O)[O-])cc2)C1=O (stereo unspecified) | 0.5 | -7 | 8 | 9 | 3[fluorescence artefact?] | 11 | -8 | 0 | 1
Cc1nn(Cc2ccccc2)c(Cl)c1/C=C1\NC(=S)NC1=O | 1.1 | -10 | 6 | -10 | 1 | -1 | 6 | 4 | 7
CCOC(=O)N1CCN(C(=O)/C(=C/c2ccc(Cl)cc2)NC(=O)c2ccccc2)CC1 | -1.5 | -2 | 13 | 3 | 2 | -21 | 4 | -1 | -4
O=C(/C=C/c1ccccc1F)c1ccoc1 | -0.3 | -2 | -2 | 3 | 0 | 11 | -9 | -2 | 7
O=C(CN1CCc2ccccc21)NC(=O)NCc1ccccc1 | 1.8 | -16 | 5 | 9 | -2 | -8 | 18 | 2 | 4
CCNC(=O)CC1SC(=Nc2ccccc2C)N(C)C1=O (stereo unspecified) | 2.6 | 0 | 3 | 9 | 0 | 6 | 13 | -4 | 4
CCCCN1CCc2c([nH]c3c(C)cccc23)C1=O | -0.2 | -11 | 12 | -11 | -2 | 6 | -1 | 1 | 1

Going on with the list:
SMILES | S1P4 ag | S1P4 antagonist | EP2 antag | EP2 mod | eIF4E-4G inh | NPY-Y2 PAM-ag | NPY-Y1 PAM-ag | NPY Y1 blocker | p97 inhibitor
CCOc1cc2[nH]c(=S)n(C3CC3)c(=O)c2cc1OCC | 1.0 | -19 | 8 | -24 | -6 | -8 | 15 | 2 | 3
N/C(=N\OC(=O)c1ccc(OCC(F)(F)F)nc1)c1ccc(Cl)cc1 | 0.5 | 3 | 8 | -17 | -2 | 82* | -36 | . | 0
CCOC(=O)Cn1c(=O)oc2ccc(C)cc21 | -0.4 | -10 | 8 | 29 | 4 | 2 | 10 | 1 | 1
Cc1noc(C)c1C(=O)OCC(=O)N1CCN(S(=O)(=O)c2ccc3ccccc3c2)CC1 | -0.1 | 9 | 6 | -30 | -12 | 12 | 7 | . | 5
Cc1cccc(CSCCNC(=O)COc2ccc(Cl)cc2)c1 | 0.7 | -17 | 7 | -31 | 0 | -18 | -51 | 12 | -10
O=C(NCCO)c1ccc2[nH]c3c(c2c1)CCCC3 | -1.3 | -11 | 6 | -39 | -6[fluorescence artefact?] | -12 | 36 | -1 | 6
Fc1ccccc1/C=C1\CCCC2=C1Nc1nnnn1C2c1ccccc1F (stereo unspecified) | 0.1 | -24 | 2 | 1 | 0 | -6 | 10 | -2 | 3
O=C(NCCN1CCOCC1)c1cn(-c2ccccc2)nc1-c1cccs1 | -1.8 | 2 | . | 54 | -7 | 1 | 6 | 9 | 0
CCCNCc1cc(OC)c(OCC(=O)NCCc2ccccc2)cc1Br | 1.1 | -6 | 7 | -1 | -4 | 11 | -6 | 6 | -1
CCn1c(Cc2ccccc2)nnc1SCC(=O)Nc1ccc(C)cc1 | -0.7 | -17 | 8 | 24 | 0 | 7 | -13 | 4 | -4
Cc1c(CCOC(=O)c2ccc(N3CCOCC3)c([N+](=O)[O-])c2)sc[n+]1CC#N | -0.7 | 10 | 0 | 6 | -10 | -8 | -7 | . | -1
O=C(CNS(=O)(=O)c1c(Cl)cccc1Cl)OCC(=O)N1CCN(c2ccccc2)CC1 | 0.3 | -6 | 12 | 16 | 5 | -7 | 10 | -1 | 1
O=C(c1ccc(CS(=O)(=O)c2cccc(C(F)(F)F)c2)o1)N1CCN(c2ccccn2)CC1 | 0.4 | -3 | 6 | -12 | 1 | -3 | -3 | 7 | -5
COc1ccc(C2=[N+]([O-])C(C)(C)N(O)C2(C)C)cc1 | 3.3 | 19 | 8 | 12 | 0 | 13 | -13 | 2 | 1
CC1(C)Cc2nc3sc4c(N(CCO)CCO)ncnc4c3cc2CO1 | -2.3 | -1 | 14 | -4 | 8 | -3 | 0 | 3 | 2
CCOC(=O)c1cccc(NC(=O)CCS(=O)(=O)c2cccc3nsnc23)c1 | -1.2 | -2 | . | -22 | 9 | 12 | 5 | -1 | -6
Cc1cccc(OCC(=O)Nc2ccc(C(=O)NCc3cccnc3)cc2)c1 | 1.1 | -19 | . | -3 | -5 | -3 | 14 | 3 | 1
COc1cc(C(=S)N2CCCC2)cc(OC)c1O | -2.2 | -1 | 13 | 15 | 7[fluorescence artefact?] | -4 | -9 | 3 | -3
CCc1ccc(-c2cn3nc(C)c(C)nc3n2)cc1 | 1.2 | 1 | 4 | -23 | 5 | -6 | -9 | -7 | 6
CC(=O)c1cc(F)c(N2CCOCC2)cc1C | 0.7 | 4 | 7 | 24 | -3 | 8 | 8 | 1 | 1
CCOC(=O)COc1c(Br)cc(C2NC(=O)NC(C)=C2C(C)=O)cc1OC (stereo unspecified) | 1.0 | -2 | 7 | 5 | -1[fluorescence artefact?] | -6 | -24 | 5 | -4
Cn1cc(CNC(=O)C23CC4CC(CC(C4)C2)C3)cn1 | 0.2 | -1 | 7 | 12 | 2 | 10 | -3 | 0 | 0
Cc1ccc(NC(=O)CSC2=C(C#N)C(c3ccc4c(c3)OCO4)CC(=O)N2)cc1C (stereo unspecified) | 0.1 | -12 | 8 | -14 | 6 | -5 | -28 | 2 | 2
O=C(Nc1ccccc1[N+](=O)[O-])c1cccnc1Cl | 0.2 | -29 | 1 | -2 | -5 | -9 | 3 | 3 | -3
Cc1ccc2nc3c(cc2c1)c(NS(=O)(=O)c1ccccc1)nn3CC(C)C | -0.8 | -1 | . | 14 | -11 | -16 | -6 | -2 | -4

Entries above with an NH in an aromatic ring:
SMILES | S1P4 ag | S1P4 antagonist | EP2 antag | EP2 mod | eIF4E-4G inh | NPY-Y2 PAM-ag | NPY-Y1 PAM-ag | NPY Y1 blocker | p97 inhibitor
CCCCN1CCc2c([nH]c3c(C)cccc23)C1=O | -0.2 | -11 | 12 | -11 | -2 | 6 | -1 | 1 | 1
CCOc1cc2[nH]c(=S)n(C3CC3)c(=O)c2cc1OCC | 1.0 | -19 | 8 | -24 | -6 | -8 | 15 | 2 | 3
O=C(NCCO)c1ccc2[nH]c3c(c2c1)CCCC3 | -1.3 | -11 | 6 | -39 | -6[fluorescence artefact?] | -12 | 36 | -1 | 6

Remaining list, next part:
SMILES | S1P4 ag | S1P4 antagonist | EP2 antag | EP2 mod | eIF4E-4G inh | NPY-Y2 PAM-ag | NPY-Y1 PAM-ag | NPY Y1 blocker | p97 inhibitor
Cc1ccc(NC(=O)CN(C)CC(=O)Nc2ccccc2-c2ccccc2)cc1 | 1.0 | -27 | -1 | 22 | 1 | -6 | 6 | 1 | -2
Cc1ccc(N(CC(N)=O)C2SC(=O)N(Cc3cccc(C(=O)O)c3)C2=O)cc1 (stereo unspecified) | 0.2 | 0 | 15 | -24 | -8 | 9 | 17 | 3 | 1
COc1ccc(-n2nc(C(=O)N3CCN(c4ccc(F)cc4)CC3)c3ccccc3c2=O)c(OC)c1 | 0.0 | 3 | 10 | 14 | -4 | 5 | 10 | 0 | 3
Cc1cc(NC(=O)CSc2nc3sc4c(c3c(=O)n2C)CCCC4)no1 | -0.1 | -17 | . | -1 | 9 | 10 | -14 | 2 | 8
O=C(NN1C(=O)C2CCCCC2C1=O)c1ccco1 (stereo unspecified) | 2.0 | -26 | 10 | 21 | 2 | 8 | 8 | . | 8
Cc1cccc(N2CCN(C(=O)n3ccnc3)CC2)c1C | -0.1 | 6 | 5 | -18 | 3 | 18 | -2 | -8 | 0
CCOc1c(Cl)cc(C(=O)Nc2ccccc2-c2ccccc2)cc1Cl | 0.3 | -13 | . | 19 | 6 | -12 | -4 | 8 | -1
COC(=O)CNC(=O)c1ccc(F)cc1 | -1.8 | -1 | 6 | 3 | 8 | 2 | -10 | . | 9
Cc1cccn2c(=O)c3cc(C(=O)N4CCN(C(=O)c5ccco5)CC4)n(C)c3nc12 | 1.9 | -20 | . | -1 | -6 | -8 | -4 | -3 | -2
O=C(Nc1ccc(S(=O)(=O)NCc2ccco2)cc1)c1ccncc1 | -2.1 | -25 | 10 | 1 | -2 | -13 | -23 | 3 | 4

Some of the compounds tested, so the mix of outcomes need not match the whole.
